Screens: PubChem BioAssay, several laboratories
Shn3 3UTR inh – reduces Shn3 3'UTR luciferase signal in osteoblasts; Clone20 osteoblast Shn3 3'UTR firefly luciferase, 24 h; inhibition, % at 12.5 µM; 0.52% of 360,000 active; AID 588674;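 active = mean inhibition of at least 75% with every replicate also reaching 75%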;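 note: 0% = median of neutral control wells and 100% = pilot-screen positive control compound; some compounds past the cut are filed as inactive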
TWEAK Fn14 block – inhibitors of TWEAK-Fn14 interaction signaling. TWEAK-stimulated Fn14 reporter cells, luciferase luminescence, 8 h. inhibition, % at 10 µM. 2% of 360,000 active. AID 1159606; in the data active = inhibition above about 50%
iPSC survival up – hiPSC single-cell survival enhancement. AID 602274. ATPlite luminescence; 100% = ROCK inhibitor wells, 0% = DMSO. 0.044% of 360,000 active. survival enhancement, % at 20 µM; in the data active = survival enhancement above about 18%;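 note: cells exposed to compounds for 16 hours before the ATP read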
MITF TRPM1 inh – inhibitors of MITF-driven TRPM1 promoter in melanoma cells; SK-MEL-5 TRPM1 promoter luciferase, 24 h; inhibition, % at 12.5 µM; 0.83% of 330,000 active;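 active = mean inhibition across replicates of 60% or more, whatever share of single replicates reaches that level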; note: values of inactives mirror those of a sister screen read the other way
HIF-2a inh – inhibitors of HIF-2a | inhibition, % at 18.8 µM | 786-0 RCC cells HIF-2a reporter, luciferase luminescence, overnight | 0.72% of 360,000 active | AID 624352;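 active = inhibition of the luminescence signal of 40% or more relative to plate controls, in a single-dose primary screen at 18.75 µM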
aDG glyco act – alpha-DG glycosylation activation; Pro5-aDG cells, alpha-DG glycosylation AlphaScreen (IIH6); 0% Pro5, 100% B10-LARGE cell signal; activation, % at 10 µM; 0.22% of 360,000 active; AID 624168;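 active = activation of at least 8% versus controls, or a plate z-score of at least 8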;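 note: Pro5 are CHO cells carrying HIG-tagged alpha-DG that lacks glycosylation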
KKLEB cytotox – counter-screen for CF NF-kB inhibitors: cytotoxicity; KKLEB CF airway cells viability, ATPlite luminescence, overnight; stronger effect = lower value; cells stimulated with P. aeruginosa culture filtrate; activity change (cytotoxicity), % at 5 µM; 0.36% of 360,000 active; AID 602141;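 active = corrected activity change at or below -50% at 5 µM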
CF NFkB inh – inhibitors of cystic fibrosis induced NF-kB; KKLEB NF-kB-GFP reporter, PAF-induced, GFP fluorescence overnight; inhibition, % at 5 µM; 0.86% of 360,000 active; AID 588850;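 active = at least 50% inhibition at 5 µM, scaled per plate between neutral and stimulator controls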;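 note: PAF is a Pseudomonas aeruginosa culture filtrate used as stimulus; plate controls were PAF-stimulated DMSO wells for no effect and unstimulated DMSO wells for full effect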
NR2E3 ag-1 – NR2E3 (human) agonism | inhibition of corepressor binding, % at 4.78 µM | GST-NR2E3/biotin-RetCOR TR-FRET, 1536-well | 0.12% of 320,000 active | AID 2300;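 active = percent inhibition above the cutoff of mean plus 3 SD of all tested compounds, set per screening campaign, cut at about 20% in these data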;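 note: 0% = DMSO wells and 100% = biotin wells as full block of FRET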
Target sequence (Q9Y5X4 whole entry, looked up): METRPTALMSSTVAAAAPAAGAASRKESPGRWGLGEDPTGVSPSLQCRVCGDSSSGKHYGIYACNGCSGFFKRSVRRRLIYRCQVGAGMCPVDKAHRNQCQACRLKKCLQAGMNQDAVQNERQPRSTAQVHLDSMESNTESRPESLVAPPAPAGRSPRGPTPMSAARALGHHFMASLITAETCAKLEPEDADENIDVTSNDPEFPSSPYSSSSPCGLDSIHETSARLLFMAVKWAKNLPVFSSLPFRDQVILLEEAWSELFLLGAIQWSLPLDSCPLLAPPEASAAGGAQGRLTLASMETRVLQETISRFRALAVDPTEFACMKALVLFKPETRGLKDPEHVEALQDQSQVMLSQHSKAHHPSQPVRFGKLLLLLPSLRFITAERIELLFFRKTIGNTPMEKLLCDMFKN
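Assay system: NR2E3–RetCOR corepressor complex. Quantity: 1.35 nM GST-NR2E3. Buffer or medium: pH 7.5 Tris-based buffer. Reagent: biotinylated RetCOR corepressor at 7 nM final. Schedule: 5 h at 4 °C. Detection: TR-FRET, emission read at 617 and 671 nm. Replicates: one well per compound, singlicate testing.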
NR2E3 ag-2 – agonists of human NR2E3 nuclear receptor. Q9Y5X4. CHO-S Gal4-NCOR/VP16-NR2E3 two-hybrid, luciferase. inhibition of corepressor binding, % at 3.98 µM. 0.35% of 360,000 active. AID 602229;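 active = inhibition above the mean of all tested compounds plus 3 SD, cut at about 70% in these data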;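 note: 0% = DMSO with NR2E3 transfected cells and 100% = cells lacking NR2E3 construct; higher means lower luciferase signal from less NR2E3 corepressor binding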
Peg3 promoter – inhibitors of Peg3 promoter. inhibition, % at 20 µM. HeLa PEG-Prom luciferase reporter, luminescence, overnight. 1.7% of 360,000 active;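 active = inhibition of at least 50% at 20 µM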
* = called active by the depositor; nt = not tested or not shown.

SMILES	Shn3 3UTR inh	TWEAK Fn14 block	iPSC survival up	MITF TRPM1 inh	HIF-2a inh	aDG glyco act	KKLEB cytotox	CF NFkB inh	NR2E3 ag-1	NR2E3 ag-2	Peg3 promoter
COc1ccc(NS(=O)(=O)c2ccc(S(=O)(=O)N(C)C)cc2)cc1S(N)(=O)=O	-16	0	3.3	1	16	0.0	-4	-8	1	-26	11
CC(C)(C)c1csc(NC(=O)Cc2ccc(S(=O)(=O)N3CCOCC3)s2)n1	16	-3	0.2	3	-3	0.1	-10	23	-1	-21	-8
Cc1nc2c(C)cccc2cc1C(=O)N/N=C/c1cccc([N+](=O)[O-])c1	18	3	0.3	6	1	0.3	-10	12	0	-30	-3
COc1ccc(-c2nc3c4ccccc4ccn3c2CN2CCCCC2)cc1	0	-6	-0.4	19	-23	1.0	3	-21	1	-21	16
CCOC(=O)/C(N=Nc1cc(C(=O)O)cc(C(=O)O)c1)=C(\O)CCl	-18	13	-0.7	-6	15	-0.3	0	18	4	23	21
Cc1cccc(N2CC(C(=O)Nc3nnc(SCc4ccccn4)s3)CC2=O)c1 (stereo not drawn)	7	1	4.7	5	0	0.0	-4	20	3	1	18
CCN(CC)C(=O)c1[nH]cnc1C(=O)Nc1cccc(C)c1	0	-6	-2.6	2	-1	-0.1	-6	-10	-3	17	-1
COc1ccc(C)cc1NC(=S)NNC(=O)c1c(Br)cnn1C	-2	-8	1.7	3	-24	-0.1	-6	24	-1	-30	10
COc1ccc(Nc2nc(N3CCCCC3)nc3ccccc23)c(OC)c1	28	-34	-3.3	7	19	0.9	-10	-6	-2	-46	14
COc1ccc(CN2C(=NC(=O)COc3ccccc3)SC3CS(=O)(=O)CC32)cc1 (stereo not drawn)	8	-14	1.9	-9	7	-0.7	-1	3	-2	-2	15
COC(=O)Cc1nnc(SCC(=O)Nc2ccccc2)c2ccccc12	-8	12	-0.5	11	0	-0.1	-5	7	2	-11	-5
COc1ccc(C)cc1-n1nnnc1SCn1nnc2ccccc2c1=O	81	20	-2.2	20	11	3.8	-4	7	2	-14	24
COC(=O)c1cc(-c2cccs2)[nH]n1	-25	-18	0.1	4	-40	-0.3	14	-1	-2	2	-28
Cc1cccc(C(=O)Nc2nsc(N)n2)c1	-3	-1	0.1	8	-1	-0.3	-8	7	-1	16	-2
COc1ccc2c(c1)C(=NNc1ccc(C(=O)O)cc1)c1cc(OC)ccc1-2	-12	42	-0.3	-11	-59	-0.1	0	-14	-3	-20	-20
COC(=O)c1sccc1NC(=O)c1ccnn1C	0	2	-0.1	-13	-16	-0.1	-15	12	0	-16	3
CN(CCCC(=O)NC1CC(C)(C)NC(C)(C)C1)S(=O)(=O)c1ccc([N+](=O)[O-])cc1	5	6	-1.3	7	-3	-0.2	-5	-4	2	-14	13
CCCCn1c(=O)nc2n(-c3ccc(OC)cc3)c3ccccc3cc-2c1=O	13	-31	-0.7	-2	22	1.0	-2	14	-2	5	-1
N#CCCn1cc(C(=O)N2CCOCC2)c(-c2ccc3c(c2)OCCO3)n1	2	-3	-0.3	-3	13	-0.4	-10	2	2	4	0
CCCCOC(=O)C1=C(C)NC(=O)NC1c1cccc([N+](=O)[O-])c1 (stereo not drawn)	26	11	-0.8	7	4	0.0	4	4	4	2	20
CCOc1ccccc1N=C1SC(CC(=O)Nc2ccc(OC)cc2OC)C(=O)N1CCC1=CCCCC1 (stereo not drawn)	31	32	-0.1	6	4	0.1	1	15	1	10	12
O=C(Nc1ccc(N2CCCCC2)cc1)c1ccccn1	76	100*	-5.2	82*	93*	-0.2	-77*	-5	-4	55	91*
Cc1cc(C(=O)NCC(=O)Nc2c(C)cccc2C)c2ccccc2n1	-16	7	0.4	-3	10	-0.3	-15	10	1	9	2
NC(=O)COC(=O)c1ccc2c(c1)S(=O)(=O)c1ccccc1C2=O	-1	-4	0.0	6	14	-0.1	4	-2	0	-11	17
O=c1c2c3c(sc2ncn1/N=C/c1ccccc1)CCCC3	-42	0	-1.9	-64	-220	0.2	-5	17	4	-18	-112

HIF-2a inh: what is marked active above
Molecule	Shn3 3UTR inh	TWEAK Fn14 block	MITF TRPM1 inh	HIF-2a inh	aDG glyco act	CF NFkB inh	NR2E3 ag-1	NR2E3 ag-2	Peg3 promoter
O=C(Nc1ccc(N2CCCCC2)cc1)c1ccccn1	76	100*	82*	93*	-0.2	-5	-4	55	91*

The list goes on.
SMILES	Shn3 3UTR inh	TWEAK Fn14 block	iPSC survival up	MITF TRPM1 inh	HIF-2a inh	aDG glyco act	KKLEB cytotox	CF NFkB inh	NR2E3 ag-1	NR2E3 ag-2	Peg3 promoter
N#CCC(=N)N1CCN(c2ccccc2)CC1	-22	-6	1.0	12	-62	0.0	3	0	1	-37	-17
O=C1C=C(c2ccc(Cl)c(C(F)(F)F)c2)C[C@@H](c2ccc(F)cc2)C1	9	-20	-3.5	-11	-1	-0.1	0	24	1	14	6
CCOC(=O)Oc1ccc2c(=O)c(Oc3cc(C)cc(C)c3)coc2c1	4	12	-1.1	6	-4	-0.3	1	-17	1	-24	19
COc1ccc(/C=C(/NC(=O)c2ccc(Br)o2)C(=O)Nc2cccc(C(=O)O)c2)cc1	-4	10	-1.1	nt	-2	0.4	-4	11	nt	-11	-11
CC(=O)Nc1nnc(SCC(=O)c2ccc3c(c2)Cc2ccccc2-3)s1	-11	-27	0.0	-2	13	-0.1	8	-6	-2	-15	-5
CC1CCN(c2ccc(/C=N\Nc3nncn3N)cc2[N+](=O)[O-])CC1	-9	3	-2.0	-11	-17	-0.1	4	-18	0	-16	-12
O=c1c(-c2ccc(F)cc2)coc2c3c(ccc12)OCCO3	-50	10	-1.3	-131	-216	-0.1	14	-27	7	-65	-209
CCOC(=O)c1ccc(NC(=O)CN2CCN(Cc3ccccc3)CC2)cc1	6	-6	-0.3	-12	15	1.3	1	-8	2	-5	13
Cc1ccc(C(=O)N2CCc3cc4c(cc3C2C)OCCCO4)cc1 (stereo not drawn)	20	0	0.5	10	-15	7.5	-4	6	0	17	5
COc1ccc(-c2cn3cc(C(F)(F)F)cc(Cl)c3n2)cc1	-59	-8	-0.5	-34	-296	0.1	6	-6	-1	-171	-271
O=C(NCCc1ccccc1)C1CCCN(S(=O)(=O)c2cccc3nonc23)C1 (stereo not drawn)	-4	-11	9.3	3	15	0.2	7	-1	1	-21	19
COc1ccc(-c2nnc(SCC(=O)NCC3CCCO3)o2)cc1 (stereo not drawn)	-7	7	0.6	16	-1	0.0	12	-15	1	4	-7
Cc1ccc(OCCCC(=O)Nc2ccc(S(=O)(=O)N3CCOCC3)cc2)cc1	53	14	-0.5	14	9	-0.1	-6	5	1	-2	15
CC1CCCC(C)N1NC(=O)c1cccc(S(=O)(=O)N2CCc3ccccc32)c1 (stereo not drawn)	6	13	-0.9	-2	8	0.4	1	3	0	-6	12
O=C(Oc1ccccc1N1C(=O)C2CCCCC2C1=O)c1ccccc1 (stereo not drawn)	-15	9	-1.2	-4	-9	-0.1	1	14	-3	-13	-12
Nc1nc(-c2ccc(Oc3ccccc3)cc2)cs1	-80	-6	-0.6	-36	-280	-0.2	-6	5	-2	-118	-267
C[C@H](CO)N1C[C@H](C)[C@@H](CN(C)Cc2ccncc2)Oc2c(NC(=O)C3CCCCC3)cccc2C1=O	-1	11	1.7	-1	4	0.8	0	-4	nt	-8	2
COc1cccc(-c2nnc(SCCC(=O)O)n2C)c1	7	-9	5.8	-1	15	0.0	7	-2	-1	-9	12
FC(F)(F)c1cc(-c2ccco2)nc(NCc2ccco2)n1	6	3	5.1	10	6	0.7	-9	-7	-1	-4	-2
O=C(c1ccccc1NS(=O)(=O)c1cccc([N+](=O)[O-])c1)N1CCCC1	6	14	-0.3	7	10	3.3	2	12	1	5	22
CCN(C[C@H]1N[C@@](CC)(C(=O)OC)[C@H]2C(=O)N(Cc3ccccc3)C(=O)[C@@H]12)C(C)=O	2	-3	-1.6	4	10	0.0	-8	-4	nt	-5	2
Cn1cnnc1SCC(=O)Nc1sc2c(c1C(N)=O)CCC2	-36	-7	-0.3	0	4	-0.2	1	11	2	-9	-4

A different layout for 13 compounds above.
| mol | Shn3 3UTR inh | TWEAK Fn14 block | iPSC survival up | MITF TRPM1 inh | HIF-2a inh | aDG glyco act | KKLEB cytotox | CF NFkB inh | NR2E3 ag-1 | NR2E3 ag-2 | Peg3 promoter |
| --- | --- | --- | --- | --- | --- | --- | --- | --- | --- | --- | --- |
| COc1ccc(-c2cn3cc(C(F)(F)F)cc(Cl)c3n2)cc1 | -59 | -8 | -0.5 | -34 | -296 | 0.1 | 6 | -6 | -1 | -171 | -271 |
| O=C(NCCc1ccccc1)C1CCCN(S(=O)(=O)c2cccc3nonc23)C1 (stereo not drawn) | -4 | -11 | 9.3 | 3 | 15 | 0.2 | 7 | -1 | 1 | -21 | 19 |
| COc1ccc(-c2nnc(SCC(=O)NCC3CCCO3)o2)cc1 (stereo not drawn) | -7 | 7 | 0.6 | 16 | -1 | 0.0 | 12 | -15 | 1 | 4 | -7 |
| Cc1ccc(OCCCC(=O)Nc2ccc(S(=O)(=O)N3CCOCC3)cc2)cc1 | 53 | 14 | -0.5 | 14 | 9 | -0.1 | -6 | 5 | 1 | -2 | 15 |
| CC1CCCC(C)N1NC(=O)c1cccc(S(=O)(=O)N2CCc3ccccc32)c1 (stereo not drawn) | 6 | 13 | -0.9 | -2 | 8 | 0.4 | 1 | 3 | 0 | -6 | 12 |
| O=C(Oc1ccccc1N1C(=O)C2CCCCC2C1=O)c1ccccc1 (stereo not drawn) | -15 | 9 | -1.2 | -4 | -9 | -0.1 | 1 | 14 | -3 | -13 | -12 |
| Nc1nc(-c2ccc(Oc3ccccc3)cc2)cs1 | -80 | -6 | -0.6 | -36 | -280 | -0.2 | -6 | 5 | -2 | -118 | -267 |
| C[C@H](CO)N1C[C@H](C)[C@@H](CN(C)Cc2ccncc2)Oc2c(NC(=O)C3CCCCC3)cccc2C1=O | -1 | 11 | 1.7 | -1 | 4 | 0.8 | 0 | -4 | nt | -8 | 2 |
| COc1cccc(-c2nnc(SCCC(=O)O)n2C)c1 | 7 | -9 | 5.8 | -1 | 15 | 0.0 | 7 | -2 | -1 | -9 | 12 |
| FC(F)(F)c1cc(-c2ccco2)nc(NCc2ccco2)n1 | 6 | 3 | 5.1 | 10 | 6 | 0.7 | -9 | -7 | -1 | -4 | -2 |
| O=C(c1ccccc1NS(=O)(=O)c1cccc([N+](=O)[O-])c1)N1CCCC1 | 6 | 14 | -0.3 | 7 | 10 | 3.3 | 2 | 12 | 1 | 5 | 22 |
| CCN(C[C@H]1N[C@@](CC)(C(=O)OC)[C@H]2C(=O)N(Cc3ccccc3)C(=O)[C@@H]12)C(C)=O | 2 | -3 | -1.6 | 4 | 10 | 0.0 | -8 | -4 | nt | -5 | 2 |
| Cn1cnnc1SCC(=O)Nc1sc2c(c1C(N)=O)CCC2 | -36 | -7 | -0.3 | 0 | 4 | -0.2 | 1 | 11 | 2 | -9 | -4 |
